Bioassay records: PubChem BioAssay, Broad Institute
ARNT-TACC3 inh = disruptors of ARNT/TACC3 protein interaction, primary screen, biochemical, AlphaScreen, single concentration. Transforming acidic coiled-coil-containing protein 3 (Homo sapiens), Q9Y6A5. AlphaScreen His-ARNT PAS-B/GST-TACC3 binding, luminescence; TACC3 fragment carries E629A point mutation. inhibition, % at 9.99 µM. 390,000 compounds, 0.66% hits;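 active = mean inhibition of replicates at least 50% and at least half of replicates each reaching 50%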;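 also: 0% = complete ARNT plus TACC3 wells and 100% = ARNT alone without TACC3; many hits fall short of the cut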
RAD52 anneal inh = RAD52 DNA annealing inhibitors, primary screen, biochemical, FRET, single point, set 2 | DNA repair protein RAD52 homolog (Homo sapiens), P43351 | recombinant RAD52 DNA annealing, FRET fluorescence | inhibition, % at 18.7 µM | 360,000 compounds, 0.46% hits | AID 651710, 2012;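 active = every replicate showing at least 50% inhibition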
ERAP1 inh = human ERAP1 aminopeptidase inhibitors, primary screen, biochemical, single point, plate reader; AID 652197, 2013; recombinant ERAP1, Leu-AMC fluorescence, 60 min; Endoplasmic reticulum aminopeptidase 1 (Homo sapiens), Q9NZ08; 340,000 compounds, 0.15% hits; inhibition, % at 10.7 µM;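 active = mean replicate inhibition of at least 30%, or all replicates individually reaching that 30% level; inactive = mean below 30% and not every replicate reaching it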;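 also: 0% = neutral control wells and 100% = L-leucinethiol positive control wells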
esBAF inh = Bmi1 luciferase reporter increase in mESCs, primary screen, esBAF inhibitor project, mouse ES cells, Bmi1 luciferase knock-in, single point; reporter increase, % at 12.5 µM; 24 h; 100% = twice the neutral-well signal; 350,000 compounds, 2% hits; in the data active = activation above about 40%;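 also: 0% = median of the plate's neutral control wells and 100% = double that signal; a rise in the Bmi1 reporter signal indicates esBAF inhibition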
RAD54 inh = inhibitors of human RAD54 branch migration, primary screen, biochemical, fluorescence, single point; DNA repair and recombination protein RAD54-like (Homo sapiens), Q92698; RAD54 Holliday junction branch migration, FAM/BHQ fluorescence; inhibition, % at 10.4 µM; 360,000 compounds, 0.14% hits;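 active = mean normalized replicate activity at least 40 and at least half of replicates scoring 40 or more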;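 also: 0% = median of neutral control wells and 100% = median of positive control wells; inhibitors cause a drop in the FAM fluorescence signal; in these data hits start at about 50%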
Target sequence (Q92698 whole entry, looked up): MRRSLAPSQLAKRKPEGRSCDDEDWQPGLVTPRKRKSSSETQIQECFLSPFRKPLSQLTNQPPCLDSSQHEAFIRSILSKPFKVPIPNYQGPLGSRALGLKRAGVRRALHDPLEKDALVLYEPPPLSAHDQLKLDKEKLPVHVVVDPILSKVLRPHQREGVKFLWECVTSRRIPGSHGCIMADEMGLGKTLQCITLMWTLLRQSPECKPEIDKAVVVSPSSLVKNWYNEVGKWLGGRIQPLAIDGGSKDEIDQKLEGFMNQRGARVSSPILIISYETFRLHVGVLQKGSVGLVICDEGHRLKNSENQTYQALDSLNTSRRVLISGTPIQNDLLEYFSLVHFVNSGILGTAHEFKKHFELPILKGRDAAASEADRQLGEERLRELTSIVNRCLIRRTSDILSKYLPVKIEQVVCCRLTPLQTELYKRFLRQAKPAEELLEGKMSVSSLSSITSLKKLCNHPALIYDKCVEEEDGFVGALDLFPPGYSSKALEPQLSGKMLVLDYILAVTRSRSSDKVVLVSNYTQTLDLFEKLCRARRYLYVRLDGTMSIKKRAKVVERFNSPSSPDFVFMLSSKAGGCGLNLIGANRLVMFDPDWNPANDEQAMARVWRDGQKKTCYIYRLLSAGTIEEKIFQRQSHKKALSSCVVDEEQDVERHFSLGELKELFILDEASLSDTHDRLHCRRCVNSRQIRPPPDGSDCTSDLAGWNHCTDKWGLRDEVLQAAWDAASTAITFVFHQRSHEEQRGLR
CFTR F508del cor = F508del CFTR correction, initial screen, CFBE line, single point; CFBE cells, YFP halide quenching; stimulated with forskolin plus potentiator P3; % fluorescence drop versus neutral controls; activity (quench increase), % at 7.58 µM; 350,000 compounds, 0.36% hits; AID 720511, 2013;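 active = mean added fluorescence quench of at least 8% versus neutral control, with both replicates also reaching 8%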;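 also: cells transiently co-express mutant CFTR-F508del with the halide-sensitive YFP; corrector assay measuring rescue of mutant channel to the surface after 24 h compound exposure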
GSIS activator = GLuc luminescence reporter in INS-1E cells, primary screen for activators of glucose-dependent secretion of insulin. activation, % at 16.6 µM. AID 743287, 2014. INS-1E GLuc reporter insulin secretion, 2-3 h. 370,000 compounds, 0.61% hits;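 active = lowest replicate activation of at least 40%, so every replicate reaches that level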;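 also: 0% = median of neutral control wells and 100% = median of IBMX positive control wells; some compounds called inactive have numbers as strong as hits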
Xi reactivation = activators of inactive X chromosome reactivation, primary screen, imaging, XiGFP fibroblasts, GFP high-content imaging, set 2. XiGFP mouse fibroblasts, % GFP-positive cells imaging, 3 d; cells co-treated with 5-aza-dC sensitizer; scaled so ellipticine positive control = 100%. activation, % at 7.58 µM. 360,000 compounds, 0.055% hits;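 active = mean normalized replicate activation at least 10% and every replicate at or above 10%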;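 also: 0% = median of on-plate neutral control wells and 100% = ellipticine 6 µM median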
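System: 68-5-11 XiGFP fibroblast line | Buffer or medium: DMEM containing 5-aza-dC | Compound: Single point | Times: Compounds 3 days, fix/stain 15 min at room temperature | Benchmarks: Positive control ellipticine, 6 µM final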
Starred values were filed as active, the others as inactive. Rows are unselected; 3.3% or so of the library scored in one or more.

CCOc1ccccc1NC(=O)c1cccc(NC(=O)C2CCCC2)c1 was read as ARNT-TACC3 inh -1, RAD52 anneal inh -12, ERAP1 inh 3, esBAF inh 4, RAD54 inh -9, CFTR F508del cor 0.2, GSIS activator 0 and Xi reactivation 0.1.
Screening Cc1ccc(NC(=O)c2nc[nH]c2C(=O)NC2CCN(C(=O)OC(C)(C)C)CC2)cc1 returned ARNT-TACC3 inh -1, RAD52 anneal inh -19, ERAP1 inh 4, esBAF inh 11, RAD54 inh 2, CFTR F508del cor -2.8, GSIS activator 1 and Xi reactivation 0.0.
`COc1cccc(CNC(=O)c2ccc(Cl)c(S(=O)(=O)N3CCOCC3)c2)c1` gave ARNT-TACC3 inh 4, RAD52 anneal inh -11, ERAP1 inh -1, esBAF inh -3, RAD54 inh -11, CFTR F508del cor -0.1, GSIS activator -8 and Xi reactivation -0.1.
CCc1noc(C)c1C(=O)OCC(=O)N(C)c1c(N)n(Cc2ccccc2)c(=O)[nH]c1=O was read as ARNT-TACC3 inh -1, RAD52 anneal inh -26, ERAP1 inh 3, esBAF inh 5, RAD54 inh -7, CFTR F508del cor -3.4, GSIS activator 4 and Xi reactivation -0.2.
`O=C(Cc1c(F)cccc1Cl)N(Cc1ccccc1)c1ccccn1` gave ARNT-TACC3 inh 1, RAD52 anneal inh 6, ERAP1 inh -1, CFTR F508del cor 0.3, GSIS activator 9 and Xi reactivation 0.0.
Screening Cc1cccc(C)c1OCC(=O)NCC1COc2ccccc2O1 (stereo unspecified) returned ARNT-TACC3 inh -6, RAD52 anneal inh -2, ERAP1 inh -1, esBAF inh 4, RAD54 inh 6, CFTR F508del cor 0.9, GSIS activator -12 and Xi reactivation 0.2.
For Cc1cccc(N(CC(=O)N/N=C/c2ccccc2C(=O)O)S(C)(=O)=O)c1C the results were ARNT-TACC3 inh 6, RAD52 anneal inh -25, ERAP1 inh -3, esBAF inh -7, RAD54 inh 7, CFTR F508del cor 0.7, GSIS activator 4 and Xi reactivation 1.5.
O=C(C1CCCCC1)N1C[C@H]2[C@@H](c3ccccc31)[C@@H](CO)N2Cc1ccccc1Cl was read as ARNT-TACC3 inh 2, RAD52 anneal inh -9, ERAP1 inh 4, esBAF inh -5, RAD54 inh -3, CFTR F508del cor -1.0, GSIS activator 3 and Xi reactivation 0.0.
For COc1ccc2c3c([nH]c2c1)[C@H](CO)N(C(=O)CN(C)C)CC31CN(C(=O)c2cccnc2)C1 the results were RAD52 anneal inh 9, ERAP1 inh 2, CFTR F508del cor 0.0, GSIS activator 12 and Xi reactivation 0.0.
`CSc1cccc(NC(=S)NCCCO)c1` gave ARNT-TACC3 inh -1, RAD52 anneal inh -3, ERAP1 inh 0, esBAF inh 2, RAD54 inh -2, CFTR F508del cor 1.1, GSIS activator 18 and Xi reactivation 0.0.
For O=C(c1ccc(Cl)cc1)N1CCN(CCc2ccccn2)CC1 the results were ARNT-TACC3 inh -20, RAD52 anneal inh 14, ERAP1 inh -2, esBAF inh -12, RAD54 inh -18, CFTR F508del cor -1.8, GSIS activator -3 and Xi reactivation 0.0.
`CCOC(=O)C1CCN(C(=O)c2cc(C(C)(C)C)nn2Cc2ccccc2)CC1` gave ARNT-TACC3 inh -8, RAD52 anneal inh -4, ERAP1 inh -3, esBAF inh 6, RAD54 inh -14, CFTR F508del cor -0.4 and Xi reactivation 0.0.
For Cc1c(NC(=O)c2cc(C3CC3)on2)c(=O)n(-c2ccccc2)n1C the results were ARNT-TACC3 inh -11, RAD52 anneal inh -18, ERAP1 inh 0, esBAF inh 6, RAD54 inh -25, CFTR F508del cor -2.0, GSIS activator 7 and Xi reactivation 0.0.
For NNc1nc2sc3c(c2c(=O)[nH]1)CCc1ccccc1-3 the results were ARNT-TACC3 inh -3, RAD52 anneal inh 6, ERAP1 inh 7, CFTR F508del cor 3.9, GSIS activator -13 and Xi reactivation -0.1.
For COc1cc(OC)c2c(c1)OC(=O)CC2c1ccc(C)cc1 (stereo unspecified) the results were RAD52 anneal inh -34, esBAF inh -13, RAD54 inh -1, CFTR F508del cor 1.3, GSIS activator -5 and Xi reactivation 0.0.
Screening COc1ccc(CCNC(=O)C(C)SCc2ccccc2)cc1 (stereo unspecified) returned ARNT-TACC3 inh -6, RAD52 anneal inh -9, ERAP1 inh -4, esBAF inh 5, RAD54 inh 2, CFTR F508del cor 3.3, GSIS activator 6 and Xi reactivation 0.0.
Screening CSc1nnc(C)c(=O)n1COC(=O)COc1ccccc1F returned ARNT-TACC3 inh -3, RAD52 anneal inh -14, ERAP1 inh -2, esBAF inh -6, CFTR F508del cor 0.4, GSIS activator -1 and Xi reactivation -0.1.
CCS(=O)(=O)N1CCC(C(=O)NCCCN2CCCCCC2)CC1 was read as ARNT-TACC3 inh -2, RAD52 anneal inh -3, ERAP1 inh -1, esBAF inh -3, RAD54 inh -9, CFTR F508del cor -1.1 and GSIS activator 1.
For O=C(C[C@H]1C[C@H]2c3cc(NC(=O)Nc4ccc(C(F)(F)F)cc4)ccc3O[C@H]2[C@@H](CO)O1)NCCc1ccccc1 the results were ARNT-TACC3 inh -9, RAD52 anneal inh -7, ERAP1 inh 2, esBAF inh 7, RAD54 inh -9, CFTR F508del cor -0.9, GSIS activator 0 and Xi reactivation 0.1.
`COc1cc(C#CC#CCN2CCCCC2)ccc1O` gave ARNT-TACC3 inh 3, esBAF inh 11, RAD54 inh -3 and GSIS activator 44*.

Sorted by length of the SMILES (lowest first): three of the compounds above.
Screening CSc1nnc(C)c(=O)n1COC(=O)COc1ccccc1F returned ARNT-TACC3 inh -3, RAD52 anneal inh -14, ERAP1 inh -2, esBAF inh -6, CFTR F508del cor 0.4, GSIS activator -1 and Xi reactivation -0.1.
For O=C(c1ccc(Cl)cc1)N1CCN(CCc2ccccn2)CC1 the results were ARNT-TACC3 inh -20, RAD52 anneal inh 14, ERAP1 inh -2, esBAF inh -12, RAD54 inh -18, CFTR F508del cor -1.8, GSIS activator -3 and Xi reactivation 0.0.
`O=C(Cc1c(F)cccc1Cl)N(Cc1ccccc1)c1ccccn1` gave ARNT-TACC3 inh 1, RAD52 anneal inh 6, ERAP1 inh -1, CFTR F508del cor 0.3, GSIS activator 9 and Xi reactivation 0.0.

Next part
COc1ccc(-n2nc3cc(N)c(Br)cc3n2)cc1 was read as ARNT-TACC3 inh 9, RAD52 anneal inh -8, ERAP1 inh -3, esBAF inh 57*, RAD54 inh -7, CFTR F508del cor -4.9, GSIS activator -2 and Xi reactivation 0.0.
N=C1C(c2nc3ccccc3s2)=C(O)CN1C1CCCCC1 was read as ARNT-TACC3 inh -12, RAD52 anneal inh -1, ERAP1 inh 16, GSIS activator -4 and Xi reactivation 0.0.
For CCC(=O)N1CCCCN2[C@H](C1)[C@@H](c1ccc(C#Cc3cccnc3)cc1)[C@@H]2CO the results were ARNT-TACC3 inh -12, RAD52 anneal inh -3, ERAP1 inh 1, esBAF inh -2, RAD54 inh 6, CFTR F508del cor 0.5, GSIS activator 8 and Xi reactivation 0.0.
`COc1ccc(C#Cc2ccc3c(c2)[C@@H]2[C@@H](CCN2C(=O)c2ccccc2F)[C@H](CO)N3)cc1` gave ARNT-TACC3 inh 21, esBAF inh -1, RAD54 inh -2, CFTR F508del cor -1.6, GSIS activator 5 and Xi reactivation 0.2.
COc1cc(C(=O)NCC2(N3CCCCC3)CCCCC2)ccc1OCC(=O)N1CCOCC1 was read as ARNT-TACC3 inh -7, RAD52 anneal inh -6, ERAP1 inh -7, CFTR F508del cor -2.1, GSIS activator 0 and Xi reactivation -0.1.
Screening Cc1ccc(S(=O)(=O)N[C@H]2C=C[C@@H](CC(=O)O)O[C@@H]2CO)cc1 returned ARNT-TACC3 inh -5, RAD52 anneal inh 16, ERAP1 inh 4, esBAF inh -2, RAD54 inh 4, CFTR F508del cor 1.1, GSIS activator -14 and Xi reactivation 0.4.
`O=C(Oc1ccc(OC(=O)N2CCOCC2)cc1)c1ccccc1` gave ARNT-TACC3 inh -10, esBAF inh 4, RAD54 inh 2 and GSIS activator 15.
CO[C@@H]1CN(C)C(=O)c2cc(NC(C)=O)ccc2OC[C@@H](C)N(C(=O)c2ccccc2F)C[C@H]1C was read as ARNT-TACC3 inh -1, RAD52 anneal inh -17, ERAP1 inh 0, esBAF inh 4, RAD54 inh -1, CFTR F508del cor -1.3, GSIS activator -5 and Xi reactivation 0.4.
Screening CO[C@@H]1CN(C)C(=O)c2ccc(NS(=O)(=O)c3ccc(-c4ccccc4)cc3)cc2OC[C@H](C)NC[C@H]1C returned ARNT-TACC3 inh 14, RAD52 anneal inh 25, ERAP1 inh -2, esBAF inh -2, RAD54 inh 3, CFTR F508del cor -1.1, GSIS activator -11 and Xi reactivation 0.0.
For CCCCOCC1CN(CCCC)S(=O)(=O)c2c(cccc2Sc2ccc(SC)cc2)O1 (stereo unspecified) the results were RAD52 anneal inh 4, CFTR F508del cor 0.6, GSIS activator 12 and Xi reactivation 0.0.
For CCC1(CC)Cc2ccccc2-c2nc3ccccc3c(=O)n21 the results were ARNT-TACC3 inh 4, esBAF inh -4, RAD54 inh 1 and GSIS activator 14.
COc1cc2ccccc2cc1C(=O)Nc1nccs1 was read as ARNT-TACC3 inh -6, RAD52 anneal inh 10, ERAP1 inh 3, esBAF inh 76*, RAD54 inh 6, CFTR F508del cor 1.3, GSIS activator 13 and Xi reactivation 0.1.
Screening Cc1ccc(-c2cnc3c(c2)C(=O)N([C@H](C)CO)C[C@H](C)[C@@H](CN(C)C(=O)Cc2ccncc2)O3)cc1 returned ARNT-TACC3 inh -6, RAD52 anneal inh -17, ERAP1 inh 0, esBAF inh -1, RAD54 inh -2, CFTR F508del cor 1.5, GSIS activator -3 and Xi reactivation -0.2.
`CCOC(=O)c1cnn(C(=O)c2ccccc2)c1N` gave RAD52 anneal inh -3, ERAP1 inh 1, CFTR F508del cor 3.1, GSIS activator -13 and Xi reactivation 0.0.
For Cc1cc(C)cc(NC(=S)N(CCCN2CCN(C)CC2)Cc2cccs2)c1 the results were ARNT-TACC3 inh 1, RAD52 anneal inh -16, ERAP1 inh -3, esBAF inh 8, RAD54 inh 4, CFTR F508del cor -0.9, GSIS activator 23 and Xi reactivation 0.0.
COc1ccc(-n2c(=O)c3ccccc3n(CC(=O)NC3CCCCC3)c2=O)cc1OC was read as ARNT-TACC3 inh 6, RAD52 anneal inh -2, RAD54 inh 0, CFTR F508del cor -1.3 and GSIS activator 53.
COc1ccccc1CNC(=O)C1CCC(=O)N(CCCc2ccccc2)C1 (stereo unspecified) was read as ARNT-TACC3 inh -54, RAD52 anneal inh 2, ERAP1 inh 1, esBAF inh -8, RAD54 inh 0, CFTR F508del cor 2.5, GSIS activator -1 and Xi reactivation 0.0.

Quoted at random: two compounds from above
`COc1ccc(C#Cc2ccc3c(c2)[C@@H]2[C@@H](CCN2C(=O)c2ccccc2F)[C@H](CO)N3)cc1` gave ARNT-TACC3 inh 21, esBAF inh -1, RAD54 inh -2, CFTR F508del cor -1.6, GSIS activator 5 and Xi reactivation 0.2.
Screening Cc1ccc(-c2cnc3c(c2)C(=O)N([C@H](C)CO)C[C@H](C)[C@@H](CN(C)C(=O)Cc2ccncc2)O3)cc1 returned ARNT-TACC3 inh -6, RAD52 anneal inh -17, ERAP1 inh 0, esBAF inh -1, RAD54 inh -2, CFTR F508del cor 1.5, GSIS activator -3 and Xi reactivation -0.2.
